# SRC2 TRFRET art: TR-FRET signal artefacts, primary screen, artefact control for PPARgamma SRC-2 agonist project, biochemical | TR-FRET artefact counter-screen; stronger effect = higher value | TR-FRET ratio at 8 µM | actives 0.4% (n = 200,000) | AID 1049, 2008; in the data active = TR-FRET ratio above about 2000; note: inactives centre near 1500
# Lmaj promast: Leishmania major promastigote growth inhibition, primary screen; Leishmania major promastigotes, resazurin fluorescence viability; inhibition, % at 10 µM; actives 9% (n = 200,000); AID 1063, 2008; in the data active = inhibition above about 50%;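 note: promastigotes grown with compound for 44 hours at 28 °C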
# ROMK mod: ROMK potassium channel modulators, primary screen, cell-based, thallium flux, MLSMR library; actives 2% (n = 130,000); AID 1918, 2009; Tet-inducible ROMK, thallium flux fluorescence; actives lie on both sides; B-score at 10 µM; ATP-sensitive inward rectifier potassium channel 1 (Homo sapiens), P48048;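 active = signal ratio slope over the read window, or its plate-corrected B-score, at least 3 SD from the plate mean, either direction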;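 note: B-score of the F/F0 ratio slope over 7 to 12 s after thallium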
# Target sequence (P48048 whole entry, looked up): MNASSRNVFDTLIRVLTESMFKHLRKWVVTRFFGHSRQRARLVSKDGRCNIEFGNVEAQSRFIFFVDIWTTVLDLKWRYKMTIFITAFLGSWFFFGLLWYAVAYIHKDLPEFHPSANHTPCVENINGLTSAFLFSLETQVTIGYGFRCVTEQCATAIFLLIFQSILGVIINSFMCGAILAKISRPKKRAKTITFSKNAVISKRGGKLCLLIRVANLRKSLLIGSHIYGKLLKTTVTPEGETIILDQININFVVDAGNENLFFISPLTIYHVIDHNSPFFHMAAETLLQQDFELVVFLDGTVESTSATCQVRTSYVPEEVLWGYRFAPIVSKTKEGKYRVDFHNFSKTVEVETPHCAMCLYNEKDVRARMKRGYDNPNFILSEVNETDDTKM
# PPARg SRC-1 ag: PPARgamma agonists recruiting SRC-1 coactivator, primary screen, biochemical; actives 0.41% (n = 200,000); activation, % at 8 µM; PPARgamma-SRC-1 coactivator recruitment biochemical assay; Peroxisome proliferator-activated receptor gamma (Homo sapiens), P37231; in the data active = activation above about 19%;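 note: 0% = DMSO and 100% = reference agonist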
# PPARg SRC-2 ag: agonists of PPARg-SRC-2 recruitment, primary screen, biochemical, HTS | activation, % at 8 µM | actives 0.34% (n = 200,000) | Peroxisome proliferator-activated receptor gamma (Homo sapiens), P37231 | AID 1032, 2008 | PPARgamma LBD-SRC-2 recruitment; in the data active = activation above about 22%;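 note: 0% = vehicle and 100% = reference agonist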
# S1P3 antag: S1P3 receptor antagonists, primary screen, cell-based. Sphingosine 1-phosphate receptor 3 (Homo sapiens), Q99500. CHO S1P3 NFAT-BLA reporter, FRET fluorescence, antagonist mode. inhibition, % at 4.98 µM. actives 0.27% (n = 170,000). AID 485, 2006;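 active = inhibition above the plate cutoff, the mean inhibition of test wells on that plate plus 3 SD, cut at about 28% in these data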;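 note: cells challenged with S1P at its EC80 of 0.8 µM; blue over green emission ratio from cleaved BLA substrate after 4 h stimulation; 0% = S1P-stimulated wells and 100% = unstimulated DMSO-only wells; some compounds past the cut are filed as inactive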
# Target sequence (Q99500 whole entry, looked up): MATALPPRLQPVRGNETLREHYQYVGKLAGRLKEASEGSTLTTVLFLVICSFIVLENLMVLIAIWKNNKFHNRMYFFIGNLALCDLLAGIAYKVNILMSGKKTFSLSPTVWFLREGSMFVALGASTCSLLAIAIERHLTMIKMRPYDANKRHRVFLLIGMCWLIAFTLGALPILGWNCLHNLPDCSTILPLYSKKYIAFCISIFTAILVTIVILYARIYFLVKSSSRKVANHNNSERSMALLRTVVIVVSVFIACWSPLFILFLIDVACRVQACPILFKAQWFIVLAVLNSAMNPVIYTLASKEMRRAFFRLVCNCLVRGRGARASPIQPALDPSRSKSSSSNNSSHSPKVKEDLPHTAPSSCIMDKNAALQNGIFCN
# DTT redox prof: compounds producing H2O2 with reducing agent – biochemical, NIH compound library profiling, artefact control for MLSCN library redox annotation, primary screen. DTT-dependent redox cycling H2O2, phenol red/HRP absorbance; 100% = 100 µM peroxide control, 0% = buffer. activation, % at 10 µM. actives 0.03% (n = 200,000). AID 878, 2007;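 active = activation of at least 50% relative to the plate's high and low controls in the primary single-dose screen; inactive = activation below 50%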;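 note: compound incubated with DTT at 0.8 mM final as the reducing agent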
# PPARg SRC3 recr: PPARgamma agonists recruiting SRC-3 coactivator, primary screen, biochemical. biochemical PPARgamma/SRC-3 coactivator recruitment assay. AID 731, 2007. activation, % at 8 µM. actives 0.26% (n = 200,000); in the data active = activation above about 23%;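 note: 0% = DMSO and 100% = reference agonist; some compounds past the cut are filed as inactive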
# bIAP activator: bovine intestinal alkaline phosphatase activators, primary screen, biochemical, bovine IAP, CDP-star luminescence; AID 1016, 2008; activation factor at 20 µM; actives 0.17% (n = 200,000); purified bovine IAP, 30 min; stronger effect = higher value; fold of DMSO-control signal, blank-subtracted; alkaline phosphatase, intestinal [Bos taurus];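 active = activation factor of 2 or more at 20 µM, a signal rise over negative controls twice the positive control's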
# TLR4-MyD88 BLA: inhibitors of TLR4-MyD88 association in cells, primary screen, cell-based, HeLa CL3-4, BLA complementation, FRET ratio; HeLa CL3-4 TLR4/MyD88 BLA complementation; inhibition, % at 8.4 µM; actives 0.18% (n = 200,000); in the data active = inhibition above about 25%;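 note: 0% = vehicle and 100% = reference inhibitor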
# bIAP inhibitor: bovine intestinal alkaline phosphatase inhibitors, primary screen, selectivity assay for TNAP inhibitor project, biochemical, bovine IAP, CDP-star luminescence. alkaline phosphatase, intestinal [Bos taurus]. purified bovine IAP, 30 min. inhibition, % at 20 µM. 190,000 tested, under 10 active. AID 1019, 2008;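 active = over 50% inhibition of intestinal alkaline phosphatase at 20 µM in the single-dose screen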
#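 Incubation: 30 min reaction at room temperature / Material: purified bovine intestinal alkaline phosphatase (IAP) enzyme / Input: enzyme at 1/65,000,000 dilution / Dosing: 20 µM single dose / Signal: CDP-star luminescence signal / Reagent: CDP-star chemiluminescent phosphatase substrate, 30 µM final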
# An asterisk follows results filed as active; · = not tested or not shown. Compounds as they come; 11% or so of the library scored in one or more.
SMILES	PPARg SRC-2 ag	DTT redox prof	bIAP inhibitor	bIAP activator	TLR4-MyD88 BLA	S1P3 antag	SRC2 TRFRET art	PPARg SRC-1 ag	ROMK mod	PPARg SRC3 recr	Lmaj promast
COc1ccc(NCC(=O)N/N=C/c2ccc3c(c2)OCCO3)cc1	5	0.7	26	0.7	-5	-10	1588	0	·	2	-5
CC(C)(C)NS(=O)(=O)c1ccc(NC(=O)Cc2ccccc2[N+](=O)[O-])cc1	-2	0.2	2	1	-6	19	1276	-1	0.22	0	-5
Cc1ccc(-c2c[n+](CC(=O)OCc3ccccc3)c3n2CCC3)cc1	4	-0.1	-1	1	-8	-66	1439	-1	0.2	-2	-4
COc1ccc(C2CC2/C(=N/O)c2ccccn2)cc1 (stereo not drawn)	1	-0.9	-21	1.2	-3	-4	1731	2	-2	8	-2
CC1=NN(C(=O)c2ccccc2Br)C(O)(c2cccnc2)C1 (stereo not drawn)	1	-3.4	2	1	2	·	1320	3	·	-1	0
Cc1ccc(Cn2c(CN(C)Cc3ccccc3)nc3c2c(=O)n(C)c(=O)n3C)cc1	-6	-0.2	0	1	-8	-19	1469	1	0.093	-1	73*
Cc1ccc(S(=O)(=O)N/N=C\c2cc3c(cc2Br)OCO3)cc1	-3	0.4	14	0.9	-2	13	1510	7	·	-2	-6
CCNc1nc(C(=O)O)nc(N2CCOCC2)n1	5	-0.6	-19	1.2	-5	6	1616	17	-0.084	4	-9
O=C(NCc1ccc(F)cc1)c1cc2sccc2n1Cc1ccc(F)cc1	8	1.1	-6	1.1	4	·	1593	3	-0.31	-10	-1
Cc1nn(C2CCS(=O)(=O)C2)c(Cl)c1/C=C/C(=O)OCC(=O)c1cc(C)n(-c2ccc(F)cc2)c1C (stereo not drawn)	4	0.0	6	0.9	-9	-10	1707	-1	·	6	98*
CC(=O)Nc1ccc(OCC(O)CN2C(C)CCCC2C)cc1 (stereo not drawn)	7	-0.1	0	1	-12	0	1566	2	-1.4	2	-6
CCOC(=O)c1cnc2c(N=Nc3cccc(Cl)c3)c(N)nn2c1N	6	17	22	0.8	8	·	1475	1	·	6	-6
COc1ccc(Cl)cc1NC(=O)CN1CCCCCC1	12	-0.2	8	0.9	11	-7	1394	6	-0.98	0	2
Cc1ccc(-c2nnc(SCC(=O)N3CC(C)CC(C)C3)o2)cc1C (stereo not drawn)	3	-0.1	7	0.9	-1	-10	1592	8	·	5	-1
Cc1cc(OCCn2ccnc2)cc(C(C)C)c1	1	0.1	26	0.7	-14	-6	1492	4	-0.62	5	92*
Cc1nc(SCc2ccc([N+](=O)[O-])cc2)nc2ccccc12	0	3.8	15	0.8	-12	·	1683	6	·	10	-4
COc1ccc(C(=O)NC2CCN(C(=S)NCCc3ccccc3)CC2)cc1	-3	0.5	-4	1	-3	-1	1557	0	-0.46	4	-4
COc1ccc(CN=C2NN=C(c3cccc(OC)c3)CS2)cc1	-1	-1.9	-20	1.2	4	-4	1631	4	0.54	-4	87*
O=[N+]([O-])c1ccc(/C=N/n2c(COc3ccccc3)n[nH]c2=S)cc1	6	2.4	6	0.9	10	·	1557	1	·	-4	-6
Cc1cccc(N2C(=O)c3cccnc3C2=O)c1	1	1.3	5	1	-10	·	1620	3	·	8	-5
Cn1cc(CNCC2CCCO2)c(-c2ccc(Oc3ccccc3)cc2)n1 (stereo not drawn)	-6	-0.3	-6	1.1	1	-23	1361	1	-0.18	-1	20
Cc1cc(N2CCN(S(=O)(=O)c3ccc(Cl)c(Cl)c3)CC2)c2ccccc2n1	6	-0.1	-32	1.3	-5	-13	1859	10	0.99	4	74*
COc1ccc(C(C)=O)cc1CN1C(=O)NC2(CCCCCC2)C1=O	2	0.3	7	0.9	2	·	1594	-4	-0.034	-7	6
CC(C)Oc1ccc(C(=O)Nc2ccc(NC(=O)c3ccco3)c(Cl)c2)cc1	3	2.0	0	1	0	·	1696	-2	·	0	-1
O=C(Cn1nnc2c(cnn2-c2ccc(F)cc2)c1=O)c1ccccc1F	-1	2.2	10	0.9	4	-25	1689	7	·	2	-6
CCCn1c(SCC(=O)OCc2ccccc2)nc2c1c(=O)n(C)c(=O)n2C	-2	2.3	1	1	-15	7	1492	6	0.49	-8	5
CC(=O)C1=C(C)NC2=C(C(=O)CC(C)(C)C2)C1C (stereo not drawn)	7	0.0	3	1	-4	17	1736	1	-0.018	4	-3
Clc1ccc(N2CCN(c3cnc4ccccc4n3)CC2)cc1	9	0.1	2	1	0	·	1625	2	0.4	12	5
CCOC(=O)c1cnc2c(OC)cccc2c1NCc1cccnc1	-2	-0.1	-1	1	5	-21	1629	3	-0.06	2	19
CCCOC(=S)Nc1ccccc1	7	-15	29	0.7	-9	·	1611	3	·	0	0
Nc1c2c(nc3ccc(Br)cc13)N(C1CCCCC1)CC2	12	0.0	1	1	18	-3	1481	6	-1.3	3	101*
COc1cc(OC)c(C2SCCS2)c(OC)c1	6	0.0	8	0.9	-12	-17	1617	-6	-0.27	-2	-3
c1cncc(-c2nc(N3CCOCC3)c3c4c(sc3n2)CCC4)c1	-10	-0.3	-6	1.1	-2	-19	1586	10	-1.1	-3	13
Cc1[nH]nc(-c2ccc(O)cc2O)c1-c1nc2ccccc2s1	5	-0.9	-45	1.5	10	-9	1680	-1	-0.00036	5	1
O=C(Cn1cnc2c(nnn2Cc2ccc(F)cc2)c1=O)NCc1ccc2c(c1)OCO2	8	0.5	18	0.8	11	-20	1553	-1	-0.029	1	18
COc1ccccc1/C=N/n1c(N)c(C(=O)NC2CCCCC2)c2nc3ccccc3nc21	-4	1.6	1	1	16	·	1485	-7	·	-4	-6
N#Cc1cc([N+](=O)[O-])ccc1N1CCN(c2ccccc2O)CC1	-5	-0.1	14	0.9	-5	-28	1647	12	-0.82	-1	12
COc1ccc(CNC(=O)CSCc2c(F)cccc2Cl)cc1	6	-0.4	12	0.9	10	-5	1457	0	-0.11	-6	2
Cc1ccc(NC(=O)N2CCSc3ccccc32)cc1	14	-2.6	0	1	10	12	1373	5	-1.3	5	4
C=CCNC(=O)CN(c1cc(Cl)ccc1OC)S(=O)(=O)c1ccc(C)c([N+](=O)[O-])c1	5	1.3	5	0.9	15	0	1567	5	0.33	0	-5
Cc1ccc(S(=O)(=O)/C=C2\NC(=O)CS2)cc1	4	0.2	4	1	0	·	1538	10	-0.072	6	-6
O=C1CCCC/C1=C\Nc1ccc(Cl)cn1	8	0.4	16	0.8	-10	·	1624	3	·	4	50
COCCNC(=O)/C(C#N)=C/c1cccc(/C=C(\C#N)C(=O)NCCOC)c1	2	-0.3	-3	1	-22	-22	1596	10	·	2	99*
COc1cccc(C2C=C(c3ccc(OC)cc3OC)Nc3nnnn32)c1 (stereo not drawn)	-3	-0.6	8	0.9	8	-14	1396	-7	0.073	1	41
COc1ccc(-c2nnc(NC(=O)C3CCCO3)s2)cc1 (stereo not drawn)	5	1.7	3	1	-8	·	1525	2	·	-3	-4
Cc1ccc(C(NC(=O)NC(C)c2ccccc2)C(Cl)(Cl)Cl)cc1F (stereo not drawn)	2	2.1	26	0.7	-10	-4	1486	1	·	2	30
CCOC(=O)N1CCN(C(=O)Nc2ccc3nccnc3c2)CC1	-7	0.2	10	0.9	7	·	1328	-2	-0.04	-22	17
C=CCNC(=S)NNC(=O)COc1c(Cl)cc(Cl)cc1Cl	4	0.3	-4	1	15	-7	1691	-2	·	0	-3
O=C(O)c1nn(CC(=O)N2CCCCCC2)c(=O)c2ccccc12	5	0.2	-9	1.1	11	-16	1685	1	0.48	1	-8
CCOC(=O)/C=c1\sc2n(c1=O)CCN=2	7	-1.4	2	1	-12	·	1729	-3	0.19	-3	8

# Continuation:
SMILES	PPARg SRC-2 ag	DTT redox prof	bIAP inhibitor	bIAP activator	TLR4-MyD88 BLA	S1P3 antag	SRC2 TRFRET art	PPARg SRC-1 ag	ROMK mod	PPARg SRC3 recr	Lmaj promast
Cc1cc2n(n1)SC(Nc1cccc3ccccc13)N2 (stereo not drawn)	7	5.8	0	1	-1	·	1669	4	·	10	26
CC(=O)Nc1ccc(NC(=O)CSC2=NCCS2)cc1	1	0.7	5	0.9	-9	-2	1518	7	0.3	2	-9
CCc1ccc(NC(=O)CCN2C(=O)c3cccnc3C2=O)cc1	-4	-0.4	10	0.9	-7	-39	1574	-2	·	17	-2
Cc1c(C(=O)NCCN2CCOCC2)oc2ccccc12	3	-4.1	8	0.9	-10	-17	1556	2	·	17	-3
O=[N+]([O-])c1ccc(Sc2cccc3cccnc23)cc1	11	0.7	14	0.9	7	·	1472	-2	-0.04	-6	10
CCOc1ccc2[nH]c(=O)c(CN(CCc3ccccc3)C(=O)N3CCOCC3)cc2c1	4	2.1	-5	1	4	·	1502	0	·	1	-4
O=C(/C=C/c1ccccc1Cl)N(c1ccccn1)C1CCCCC1	2	0.8	-9	1.1	0	0	1578	3	·	-5	3
CCC(Sc1nc2cc3c(cc2c(=O)n1Cc1ccco1)OCO3)C(=O)NCCOC (stereo not drawn)	-10	1.6	6	0.9	11	·	1681	2	·	-4	4
CCOC(=O)c1oc2ccc(S(=O)(=O)n3nc(-c4ccc(Cl)cc4)cc3N)cc2c1C	0	-0.6	3	1	-17	·	1516	-2	·	2	98*
CCc1[nH]nc2c1C(c1cccc(OC(=O)N3CCOCC3)c1)C(C#N)=C(N)O2 (stereo not drawn)	6	0.7	-8	1.1	3	-16	1657	2	0.3	-5	-6
COc1ccc2[nH]c(=O)c(CN(Cc3cccs3)C(=S)Nc3ccccc3)cc2c1	-4	-0.1	-10	1.1	8	7	1471	3	·	-1	98*
COc1ccccc1NC(=O)CSc1nc2sc(C)c(C)c2c(=O)n1Cc1ccco1	7	-0.8	-6	1.1	-7	·	1675	7	-0.76	-4	8
COc1ccc(NC(=O)C2CC(=O)N(C)C(=Nc3ccc4c(c3)OCO4)S2)cc1 (stereo not drawn)	-2	0.6	·	·	6	-12	1480	10	-0.11	7	28

# Compound activity (PubChem BioAssay)
